MMP13 inh: MMP13 (human) collagenase inhibition. P45452. MMP-13 fTHP FRET cleavage, Mca fluorescence. inhibition, % at 4 µM. actives 0.07% (n = 65,000). AID 570;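 active = inhibition above the mean of compound-free control plate wells plus 3 SD, cut at about 14% in these data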;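 also: 0% = DMSO wells and 100% = wells with reference MMP-13 inhibitor after basal subtraction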
Abs 340nm: compounds absorbing at 340 nm; 65,000 tested, under 10 active; compound absorbance at 340 nm, fold over control; fold change at 10 µM;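 active = at 10 µM dose, initial 340 nm absorbance at least 2 fold that of control wells; inactive = change under 2 fold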;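 also: initial absorbance extrapolated from kinetic A340 decline of NADH oxidation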
DUSP1 inh: inhibitors of human MKP-1 phosphatase; P28562; recombinant MKP-1, OMFP hydrolysis fluorescence; inhibition, %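 (compounds tested at a single concentration somewhere between 10 and 100 µM)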; actives 0.15% (n = 65,000);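 active = inhibition above about 50%, limit read from the data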;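 also: 0% = DMSO max control wells and 100% = wells with enzyme stopped by NaOH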
Target sequence (P28562 whole entry, looked up): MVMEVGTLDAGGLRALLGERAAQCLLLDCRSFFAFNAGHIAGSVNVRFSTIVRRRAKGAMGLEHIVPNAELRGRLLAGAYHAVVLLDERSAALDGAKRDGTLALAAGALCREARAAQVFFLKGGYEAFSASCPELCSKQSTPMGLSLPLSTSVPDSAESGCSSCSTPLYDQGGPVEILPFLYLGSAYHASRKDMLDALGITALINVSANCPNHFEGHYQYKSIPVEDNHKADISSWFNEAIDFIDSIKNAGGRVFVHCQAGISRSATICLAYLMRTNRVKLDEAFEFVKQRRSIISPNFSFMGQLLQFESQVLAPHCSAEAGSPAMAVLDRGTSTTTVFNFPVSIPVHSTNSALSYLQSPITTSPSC
FXIIa mix inh: blocks human factor XIIa in pooled compound mixtures | purified FXIIa, fluorogenic substrate | AID 684 | actives 0.2% (n = 62,000) | inhibition, % at 5 µM;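 also: 0% = enzyme without compound and 100% = no enzyme blank; some results filed as inactive read as strong as hits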
FXIa inh mix: inhibitors of human coagulation factor XIa, pooled mixtures; inhibition, % at 5 µM; purified FXIa, fluorogenic substrate; actives 0.19% (n = 62,000);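 also: each value is inhibition by a whole ten-compound pool holding the compound; 0% = enzyme with no mixture and 100% = wells lacking enzyme; strong numbers were not always called active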
Target sequence (P03951 19-387 limits assumed): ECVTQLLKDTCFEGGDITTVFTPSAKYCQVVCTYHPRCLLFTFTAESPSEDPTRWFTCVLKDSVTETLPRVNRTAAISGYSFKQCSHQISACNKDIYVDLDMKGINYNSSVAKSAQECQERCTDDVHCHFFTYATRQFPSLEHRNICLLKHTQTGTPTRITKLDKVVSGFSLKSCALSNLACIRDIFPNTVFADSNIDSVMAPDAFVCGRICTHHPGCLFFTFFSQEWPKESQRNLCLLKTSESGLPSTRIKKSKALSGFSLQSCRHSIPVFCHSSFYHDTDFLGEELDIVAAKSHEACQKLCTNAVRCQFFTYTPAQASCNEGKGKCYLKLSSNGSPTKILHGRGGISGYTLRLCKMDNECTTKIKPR
Target sequence (P03951 388-625 limits assumed): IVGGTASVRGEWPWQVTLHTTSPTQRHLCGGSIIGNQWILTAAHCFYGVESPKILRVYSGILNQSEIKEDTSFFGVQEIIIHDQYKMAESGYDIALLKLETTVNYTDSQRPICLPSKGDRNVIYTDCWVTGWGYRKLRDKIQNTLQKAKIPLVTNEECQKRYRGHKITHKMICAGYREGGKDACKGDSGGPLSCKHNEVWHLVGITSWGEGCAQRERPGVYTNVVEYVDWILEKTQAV
Cdc25B inh: inhibitors of human Cdc25B phosphatase. recombinant Cdc25B, OMFP fluorescence Ex485/Em525. inhibition, %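 (compounds tested at 10 µM final in the well)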. actives 0.1% (n = 65,000). P30305; in the data active = inhibition above about 50%
JNK3 blocker: JNK3 (human) kinase inhibition. actives 0.61% (n = 60,000). inhibition, % at 8 µM. AID 746. purified JNK3 kinase activity, HTS; in the data active = inhibition above about 17%;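 also: 0% = DMSO and 100% = reference inhibitor; many of its hits are not listed in these tables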
AP complement: alternative pathway complement inhibition, orthogonal assay; Human serum alternative complement pathway, LPS-coated ELISA, C3 deposition; tested in compound mixtures; inhibition, % at 5 µM; actives 0.08% (n = 62,000);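 active = inhibition above 30% in each of the two pooled mixtures holding the compound, so the lower value exceeds 30%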;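 also: 0% = serum in Mg-EGTA without compound and 100% = EDTA serum blank; some compounds past the cut are filed as inactive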
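Test system: human serum complement alternative pathway, C3 deposition onto LPS / Medium: Mg2+-EGTA GVB++ buffer containing human serum at 1:15 dilution / Probe or stimulus: Plate-bound LPS / Times: 1 h at 37 °C / Signal: ELISA with HRP anti-human C3 antibody, TMB substrate, absorbance 450 nm / Measure: percent inhibition / Repeats: two pool placements per compound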
Hsp90 block: displaces geldanamycin probe from tumor Hsp90; P07900; NCI-N417 lysate Hsp90, Cy3B-geldanamycin FP displacement; inhibition, % at 30 µM; actives 0.35% (n = 64,000);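 active = inhibition above 50%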;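 also: 0% = tracer plus lysate wells and 100% = tracer alone without lysate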
* = called active by the depositor; · = no result given; [ ] = another dose, or the depositor's remark. Rule as the data show it, unless noted: active = inhibition above about 20% (passing the limit was not always enough); inactive = the rest.

Structure,DUSP1 inh,FXIa inh mix,Hsp90 block,Abs 340nm,MMP13 inh,FXIIa mix inh,AP complement,Cdc25B inh,JNK3 blocker
Cc1cc(=O)[nH]c(SCn2nnc3ccccc3c2=O)n1,-0.2,0.6,-4.7,1.01,-6.1,5.8,10.4,25.7,-5.6
COc1ccc(N(Cc2cc3cc(OC)ccc3[nH]c2=O)C(=O)c2cccnc2)cc1,25.1,5.9,-5.2,1.09,-19.9,2.6,13.7,1.8,-0.3
O=C(CN1CCN(c2ccccn2)CC1)Nc1ccc(Cl)c(C(F)(F)F)c1,-4.4,0.6,-3.6,0.98,1.9,7.1,-4.3,1.0,6.8
CCOC(=O)c1ccc(N2C(=O)c3n[nH]c(C)c3C2c2cccnc2)cc1 (stereo not given),-20.1,9.9,-0.3,0.97,-1.6,-15.5,17.7,-7.9,0.7
COc1cccc(C(=O)NCc2nnc(SCC(=O)Nc3nccs3)n2-c2cccc(C)c2)c1,31.9,·,4.5,1,3.2,·,·,-9.7,-4.5
COc1ccc2nc(SCC(=O)N3CCCCCC3)c(C#N)cc2c1,-11.0,-0.2,-11.2,1.02,-9.7,3.8,12.6,-6.4,-2.8
Cc1ccc2cc(CCNC(=O)CC(C)C)c(=O)[nH]c2c1,13.2,5.4,-2.1,1.09,2.6,-18.1,9.7,4.2,-2.5
O=C(Nc1ccc(N2CCCC2)cc1)c1cccc(F)c1,6.0,7.9,-8.5,0.99,2.0,-2.6,0.9,-20.5,-28.1
O=C(CSc1nnc(NCc2ccccc2)s1)c1ccco1,-15.6,6.2,-3.2,1.07,-1.4,1.6,12.1,1.7,-3.4
O=c1[nH]c2ccccc2n1Cc1ccc(F)cc1,4.3,5.8,-0.6,1.01,-5.8,-12.7,10.7,-23.8,-1.4
C/C(O)=C\c1nc(=O)c2c(C)cc(C)nc2n1-c1ccccc1,12.9,-0.6,-4.4,1.19,-7.4,4.7,5.0,-7.6,-2.5
Clc1ccc(COn2nnc3ccccc32)c(Cl)c1,18.4,8.7,0.0,1.06,1.8,10.7,8.8,1.9,7.7
CN(CCO)CC(O)Cn1cnc2c1c(=O)n(C)c(=O)n2C (stereo not given) (tested in a mixture with another compound),-5.4,-1.5,4.6,0.98,0.1,1.5,5.2,-10.8,0.3
CCN(C(=O)Cc1c(C(=O)O)[nH]c2ccccc12)c1cc(OC)ccc1OC,4.8,-4.6,-2.2,0.98,-0.3,3.9,0.8,-9.7,·
CCC1CCCCN1C(=O)CSc1nnc(CNC(=O)c2ccco2)o1 (stereo not given),-9.7,4.3,-6.8,1.04,2.5,5.4,10.8,-1.7,·
CCn1c(=O)cc(OCC(=O)N2CCCC2)c2ccccc21,11.8,2.9,-0.8,1.04,-1.2,-4.3,-9.1,-8.9,-4.5
N#Cc1ccc(CSc2nnc(-c3ccccn3)n2-c2ccccc2)cc1,5.2,5.8,0.1,1,2.6,3.9,-0.6,-1.6,-6.4
CCOC(=O)Cn1c(=O)c2c(nc(Br)n2Cc2ccccc2)n(C)c1=O,-19.9,-25.0,0.5,0.99,-3.4,1.7,-16.8,3.3,9.3
CC1(C)CC(=O)c2cc(C(=O)NCc3ccco3)c(=O)n(-c3ccc(Cl)cc3)c2C1,9.5,9.5,1.1,1.1,3.4,-1.6,18.9,17.8,-2.0
COc1ccc(COC(=O)c2n[nH]c3ccccc23)cc1F,1.7,3.3,-3.0,1.01,1.3,10.6,11.1,8.7,54.8*
COc1ccccc1-n1c(SCC(=O)NC2CCCC2)nc2cccnc21,33.5,7.9,0.5,1.04,-0.7,5.6,18.6,0.0,2.3
Cc1nc2ccccc2c(=O)n1CCCn1ccnc1,-9.2,0.4,-2.4,1.04,-1.6,6.8,-15.9,1.4,-4.1
COc1ccc(NC(=O)C2CCCN2S(=O)(=O)c2cccc3cccnc23)c(OC)c1 (stereo not given),8.8,-1.7,-2.1,0.99,4.0,3.4,15.8,-15.0,8.8
CCOC(=O)C1Cc2ccccc2C(=O)O1 (stereo not given),4.0,2.2,-5.1,1.02,0.3,16.9,14.0,-9.6,5.4
N#CCCn1nc(-c2ccccc2)cc1Nc1ccccc1NC(=O)c1cccs1,15.7,11.4,·,1.05,7.7,-14.7,3.0,-10.4,·
Cc1ccc(-c2noc(C3CCCN(C(=O)C4CCCCC4)C3)n2)o1 (stereo not given),1.2,-11.2,-5.7,1.03,5.7,2.9,-0.9,-4.9,·
CC1=Nc2ccc(C)cc2N(Cc2ccccc2)C(=O)C1,8.2,4.1,-3.2,1.04,1.9,3.3,15.9,-9.3,-1.1
CCN(CC)CCN=CC1=C(O)CNC1=O,16.2,1.0,-0.8,1.02,1.1,-3.1,-0.1,-3.2,-1.5
COC(=O)CN(c1ccc(F)cc1)S(=O)(=O)c1ccccc1,1.1,0.3,-4.2,1.02,2.9,0.8,-4.4,-13.2,4.6
COc1cccc(C2/C(=C(/O)c3ccc(F)cc3)C(=O)C(=O)N2CCN(C)C)c1 (stereo not given),3.7,7.8,-1.6,1.13,1.8,3.5,24.8,-1.2,-3.0
COc1cccc(-c2nn3c(-c4cc(C)[nH]n4)nnc3s2)c1,-2.8,4.3,-1.3,1.02,0.1,1.6,2.8,-3.3,4.8
c1nc(N2CCOCC2)c2c3c(sc2n1)CCCC3,-2.6,8.2,1.4,1.1,1.7,8.0,-7.3,-29.9,5.0
Cc1ccc(C)c(C(=O)NCc2ccncc2)c1,1.8,-3.4,-8.9,1.02,-1.5,3.9,13.2,1.8,-1.1
COc1cc(C(=O)N2CCN(c3ccc(C)cc3C)CC2)cc(OC)c1OC,9.8,6.1,0.9,1.03,-2.7,-1.4,5.9,3.2,-7.4
COCCNC(=O)CC(NS(=O)(=O)c1ccc(NC(C)=O)cc1)C(C)C (stereo not given),-10.7,0.5,0.5,0.99,1.7,8.7,1.9,1.0,-7.6
Cc1c(C(=O)OCc2cc(=O)n3cc(Br)ccc3n2)oc2ccccc12,4.1,-10.8,-0.2,0.99,-3.9,8.6,-12.2,-15.7,4.6
CN1C(=O)NC2C1N(S(C)(=O)=O)CCN2S(C)(=O)=O (stereo not given),-11.3,-1.8,-1.5,0.99,-1.2,9.4,15.0,-6.1,7.2
CCOc1cc(C2C(C(=O)c3ccc(C)cc3)=C(C(=O)OC)Nc3nnnn32)ccc1O (stereo not given),16.6,11.4,1.3,1.06,-0.1,0.7,17.1,2.1,·
Nc1cc(N)nc(SCc2cc(=O)oc3cc4c(cc23)CCC4)n1,22.2,-1.7,-1.9,1.09,-3.0,7.4,-5.2,2.8,-6.4
COC(=O)C1=C(C)N(c2ccc(F)c(Cl)c2)C(=O)C1,-2.5,-6.6,-4.1,1.07,4.3,9.4,5.9,-8.0,0.4
COC(=O)c1ccc(CSc2nnnn2-c2ccc(C)cc2C)o1,8.9,1.4,-4.3,1.03,5.2,4.9,1.3,-9.1,-3.9
COc1ccc(OC)c(C(c2nnnn2C2CCCC2)N2CCc3ccccc3C2)c1 (stereo not given),-14.9,2.5,-4.0,1,-1.6,1.1,-5.5,-2.4,-1.4
CCCn1c(SCC(=O)N2c3ccccc3Sc3ccccc32)nc2c1c(=O)n(C)c(=O)n2C,17.6,4.3,0.8,0.99,-1.9,-0.7,18.3,-10.8,-4.0
CCN(CC)C(=O)c1scc2c1OCCO2,3.2,1.5,-3.4,1,-0.5,3.0,8.8,-3.6,-3.9
CCn1cc(C2=NOC(C(=O)Nc3cc(OC)c(Cl)cc3OC)C2)c(C)n1 (stereo not given),8.1,-8.2,3.1,0.99,1.4,3.7,10.7,-17.4,5.5
Cc1nc(NC(=O)C2CC2)sc1C(=O)N1CCCCC1,-15.8,2.8,1.2,0.97,-0.7,-3.5,11.0,-4.8,7.5
Cc1oncc1C(=S)Nc1ccccc1,14.0,10.1,0.3,1.09,-10.5,7.0,13.6,-7.4,-2.2
COc1cc(C(=O)N2c3ccccc3CC2C)cc(OC)c1OC (stereo not given),-11.8,2.6,-2.6,1.01,4.3,4.0,28.8,-4.4,-9.9
Oc1[nH]c2ccccc2c1C1=NCCCC1,-2.2,2.7,-13.5,1.18,-0.4,-9.0,7.6,2.3,14.0
COc1ccc2c(c1)CCc1c(C(=O)Nc3cc(C)n(Cc4ccc(Cl)cc4)n3)noc1-2,27.6,33.1,-4.3,1.08,1.1,10.4,19.1,1.9,-0.3

Next part, overlapping the part above by two compounds.
Structure,DUSP1 inh,FXIa inh mix,Hsp90 block,Abs 340nm,MMP13 inh,FXIIa mix inh,AP complement,Cdc25B inh,JNK3 blocker
Oc1[nH]c2ccccc2c1C1=NCCCC1,-2.2,2.7,-13.5,1.18,-0.4,-9.0,7.6,2.3,14.0
COc1ccc2c(c1)CCc1c(C(=O)Nc3cc(C)n(Cc4ccc(Cl)cc4)n3)noc1-2,27.6,33.1,-4.3,1.08,1.1,10.4,19.1,1.9,-0.3
Cc1cc(C)c(NC(=O)Cn2c(=O)n(Cc3ccco3)c(=O)c3ccccc32)c(C)c1,44.0,6.9,-1.1,1.03,-1.8,-12.3,27.8,26.2,3.4
COc1ccc(-c2nnn(CC(=O)N(CC(=O)NC3CCCC3)Cc3cccs3)n2)cc1OC,6.9,2.2,-4.9,1.03,6.5,-9.1,-3.9,-3.4,0.7
CCCCCCc1cc2cc(C(=O)NC)c(=N)oc2cc1O,-13.8,·,-13.8,1.02,-180.2[fluorescence artefact?],·,·,-14.0,-5.5
COc1ccc(-c2nc3cc(NC(=O)Cc4ccc(OC)c(OC)c4)ccc3o2)cc1,17.5,-7.8,-3.0,0.98,-107.0[fluorescence artefact?],13.3,0.8,12.1,5.4
COc1ccc(C)cc1NC(=O)CSc1nnc(COc2ccc(Cl)cc2)n1Cc1ccco1,15.8,11.9,0.7,1.04,-3.2,5.7,0.2,-10.8,-8.3
O=S(=O)(Nc1cc(Cl)ccc1N1CCCCC1)c1cccs1,-6.8,9.0,-15.3,1.05,5.8,4.7,12.1,-4.7,3.5
COc1ccc(C(=O)n2ccc(C)n2)cc1Br,11.3,15.6,-9.5,0.99,-10.0,3.6,-5.5,-0.9,9.1
COC(=O)c1ccc(COC(=O)C23CC4CC(CC(O)(C4)C2)C3)o1,-15.1,-2.1,-2.4,1.01,-2.6,3.9,14.2,-0.8,-3.4
N#Cc1nc(-c2ccco2)oc1NCc1cccnc1,-16.9,-9.0,-4.4,1.04,-34.0,0.7,3.1,-14.1,-4.4
CCn1c(=O)cc(SCC(=O)N2CCCCC2)c2ccccc21,6.7,3.3,-5.7,1.06,-1.3,7.3,11.2,-4.7,·
COc1ccc(Cl)cc1C(=O)Nc1cc(=O)n(C)c(=O)n1C,15.1,5.8,-2.1,1.03,-0.6,-3.7,19.5,-7.7,1.8
Cc1cc(=O)oc(C)c1C(=O)NCc1ccccn1,5.3,3.0,7.4,1.25,1.1,1.5,8.7,-3.6,·
Cn1ccnc1SCC(=O)NC12CC3CC(CC(C3)C1)C2,2.2,5.6,·,1.03,7.3,-1.3,18.4,-3.9,·
Cc1nc(S(=O)(=O)NC2CCCCC2)c(C#N)c(C)c1Cl,5.9,2.7,-0.3,0.95,-0.1,-17.7,2.0,-3.7,6.7
CCN1C(=O)/C(=C/N(C)C)c2ccccc21,5.8,2.7,-5.2,1.16,1.9,6.1,5.5,-4.3,3.0

Compound activity (PubChem BioAssay)
